# HEK293 NOD2/NF-kB: inhibition of NOD2-driven NF-kB reporter – cell-based, luminescence, uHTS, HEK293 (AID 1566); inhibition, % at 4 µM; hits with a dose series show EC50 in µM; HEK293 NOD2/NF-kB luciferase reporter, luminescence; higher % means a stronger effect; 0.63% of 290,000 active; note: many of its hits are not listed in these tables
# Myeloid diff MLP: myeloid differentiation induction; calls only at 10 µM; ER-HoxA9 myeloid progenitors, lysozyme-GFP differentiation, flow cytometry; 1% of 360,000 active; AID 624256;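 active = normalized GFP-positive differentiation at or above the plate's own cutoff, the solvent-only control mean plus 3 SD; inconclusive = no clear call, values can overlap the other calls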;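 note: cells exposed to compound for four days before flow analysis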
# NOD1 NF-kB reporter: inhibition of NOD1-driven NF-kB reporter – cell-based, luminescence, uHTS, primary screen (AID 1578); inhibition, % at 4 µM, or EC50 in µM where a hit was titrated; 1% of 290,000 active; NOD1-driven NF-kB luciferase reporter cells, luminescence; higher % means a stronger effect; in the data active = inhibition mostly above about 36%, no sharp cut-off; inactive = mostly below about 34%;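 note: HEK-293T reporter cells stimulated with the NOD1 agonist gamma-tri-DAP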
# GPR55 beta-arrestin: selective activators of receptor GPR55 – imaging, U2OS cells, beta-arrestin-GFP redistribution, primary screen (AID 1961); U2OS GPR55 beta-arrestin-GFP redistribution imaging; higher % means a stronger effect; one-dose activation, % at 10 µM; EC50 in µM for titrated hits; 0.048% of 290,000 active;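 active = activation above 40% with more than 50 cells counted in the well; inconclusive = wells holding fewer than 50 cells, flagged as toxic or sparse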;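 note: U2OS osteosarcoma cells stably expressing GPR55 and beta-arrestin-GFP; plate controls were DMSO negative control for no effect and LPI positive control for full effect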
# T cell HTS: T cell immune modulation candidate; AID 2052; calls only at 7 µM; 0.068% of 330,000 active; 2C CD8+ T cell-vesicle binding, flow cytometry; stronger effect = lower value;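 active = response, share of CD8 T cells binding vesicles, and their 90th percentile fluorescence all below set limits, cut at about 80% in these data, passing the limit was not always enough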
#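 Benchmarks: naked versus QL9-loaded vesicles / Assay system: purified 2C TCR transgenic mouse naive CD8+ T cells / Technique: high-throughput flow cytometry with anti-B7-1 and anti-CD8 staining / Timing: Cell–vesicle co-incubation 1.5 h at 37 °C, staining 20 min on ice / Read-out: percent CD8+ FL2 mean versus row control / Probe or stimulus: QL9-loaded Drosophila micro-vesicles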
# NTR1 agonist: NTR1-driven beta-arrestin-GFP spot formation – imaging, U2OS cells, high content, primary screen (AID 493036); agonist mode; activation, % at 20 µM; 0.17% of 330,000 active;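 active = activation at or above 40% of the spot to cytoplasm intensity ratio, with at least 20 cells analyzed; inconclusive = wells under 20 cells, flagged as cytotoxic or low count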;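 note: 0% = DMSO without peptide and 100% = 100 nM NTR1 peptide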
# Target sequence (P30989 whole entry, looked up): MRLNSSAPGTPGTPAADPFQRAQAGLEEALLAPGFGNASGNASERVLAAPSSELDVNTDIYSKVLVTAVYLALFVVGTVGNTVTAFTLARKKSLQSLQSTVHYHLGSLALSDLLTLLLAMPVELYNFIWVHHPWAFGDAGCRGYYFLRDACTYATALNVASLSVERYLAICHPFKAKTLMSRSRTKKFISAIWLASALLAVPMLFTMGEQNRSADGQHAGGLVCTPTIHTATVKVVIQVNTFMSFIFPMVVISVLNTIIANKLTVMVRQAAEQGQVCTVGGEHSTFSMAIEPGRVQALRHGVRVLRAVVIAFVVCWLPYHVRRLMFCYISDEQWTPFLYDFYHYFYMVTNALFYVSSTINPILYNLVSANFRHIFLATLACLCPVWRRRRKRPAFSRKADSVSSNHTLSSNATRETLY
# GPR55 antagonists: GPR55 antagonists blocking LPI-driven arrestin recruitment, primary screen, imaging, U2OS, beta-arrestin-GFP, LPI agonist (AID 2013); 0.13% of 290,000 active; one-dose inhibition, % at 10 µM; IC50 in µM for titrated hits; U2OS GPR55 beta-arrestin-GFP translocation imaging, LPI antagonism; higher % means a stronger effect;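 active = spots per cell inhibited over 60%, with over 100 cells counted and total cytoplasm intensity under 500,000; inconclusive = wells with under 100 cells, flagged as likely toxic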;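 note: U2OS cells stably carrying GPR55 and arrestin-GFP stimulated by 5 µM LPI near EC80; imaged beta-arrestin-GFP aggregate spots per cell after agonist stimulation; plate controls were LPI-stimulated DMSO wells for no effect and DMSO wells without LPI for full effect; some results filed as inactive read as strong as hits; confirmed hits need IC50 under 10 µM and bright autofluorescent wells are also inconclusive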
# KOR beta-arrestin-1: KOR agonists, beta-arrestin recruitment, primary screen, cell-based, luminescence, uHTS (AID 1777). one-dose activation, % at 10 µM; EC50 in µM for titrated hits. 0.02% of 280,000 active. KOR beta-arrestin recruitment, luminescence; higher % means a stronger effect; in the data active = activation above about 50%, passing the limit was not always enough; note: a part of the inactive calls stands beside numbers as strong as those of hits
# KOR beta-arrestin-2: kappa opioid receptor blockers – cell-based, luminescence, uHTS (AID 1778). one-dose inhibition, % at 10 µM; IC50 in µM for titrated hits. 0.091% of 290,000 active. KOR beta-arrestin recruitment, luminescence, antagonist mode; higher % means a stronger effect; note: strong numbers were not always called active
# T cell HTS vesicle-bound %: second read-out of T cell HTS, no call of its own (marks repeat the call); double positive events, %; measured here: CD8+ vesicle-bound cell fraction;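 binding gate set so that unloaded-vesicle control wells show 10% double positive cells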
# NTR1 agonist cell count 20 µM: second read-out of NTR1 agonist, no call of its own (marks repeat the call); cell count; measured here: cell count, cytotoxicity flag
# Myeloid diff MLP GFP+ MAC1+ %: recorded beside Myeloid diff MLP, whose call it bears; GFP+ MAC1+ double positive, %; measured here: differentiation confirmed by MAC1 staining
# Numbers without * were called inactive; i = inactive; u = inconclusive; x = not tested or not shown; [ ] = dose if it differs, or a comment. Cut-off read from the data, not from the text of the source, unless noted: active = inhibition above about 50%; inactive = the rest.
canonical_smiles	HEK293 NOD2/NF-kB	Myeloid diff MLP	Myeloid diff MLP GFP+ MAC1+ %	NOD1 NF-kB reporter	GPR55 beta-arrestin	T cell HTS	T cell HTS vesicle-bound %	NTR1 agonist	NTR1 agonist cell count 20 µM	GPR55 antagonists	KOR beta-arrestin-1	KOR beta-arrestin-2
O=C(CN(C1CCCCC1)S(=O)(=O)c1ccccc1)NCc1cccnc1	7%	i	0.5	-42%	0.2%	i	55	0.1	31	3%	-1.6%	27%
C[C@@H]1NC(=O)/C(=C\c2ccccc2Cl)NC1=O	29%	i	0.5	11%	-0.1%	i	21	-0.1	59	-1%	-2.4%	16%
O=C(CSc1n[nH]c(=O)[nH]c1=O)c1cccc([N+](=O)[O-])c1	8%	i	0.4	-11%	-0.3%	i	58	0.3	83	0%	-4.1%	-15%
C=CCNC(=O)CSc1cc([N+](=O)[O-])cc(S(=O)(=O)Cc2ccccc2)c1	-2%	i	0.3	3%	-0.3%	i	16	-0.9	24	-3%	-1.6%	8%
COc1ccc(OC)c2c(C)cc(N3CCN(C(=O)c4ccc(C)cc4)CC3)nc12	25%	i	0.2	-13%	0.2%	i	57	2.6	83	-15%	-5.2%	-19%[20 µM]
O=C1C2ON(c3ccccc3)C(c3cccnc3)C2C(=O)N1c1ccccc1 (stereo unspecified)	-3%	i	0.5	-10%	-0.2%	i	18	4.0	76	-1%	-3.9%	18%
CC1=NNC(=O)C1CCC(=O)N/N=C/c1c(Cl)cccc1Cl (stereo unspecified)	1%	i	0.1	-42%	0.7%	i	43	1.9	31	4%	-1.7%	-9%
Cc1cc(NS(=O)(=O)c2ccc(NC(=O)Nc3cccc(Cl)c3)cc2)no1	14%	i	0.5	7%	0.0%	i	46	-0.9	105	11%	-1.6%	-4%
COc1ccc(Cn2c(=O)[nH]c3cc(C(=O)NC4CCCC4)ccc3c2=O)cc1	3%	i	0.3	17%	-0.3%	i	24	-1.3	78	8%	-3.5%	43%
Cc1cccc(C(=O)Nc2c(C(=O)N3CCN(C)CC3)cnn2-c2ccccc2)c1	6%	i	2.1	-29%	-0.1%	i	20	-0.3	55	18%	3.3%	10%
CCCCN(CCCC)C(=O)c1cc(Cl)ccc1[N+](=O)[O-]	2%	i	0.1	-18%	0.8%	i	17	0.3	34	18%	1.9%	2%
O=C(C1=C[C@H](c2csc3ccccc23)C[C@H](OCCCCO)O1)N1CCN(Cc2ccc3c(c2)OCO3)CC1	-31%	i	1.9	-15%	-0.2%	i	34	-0.2	97	-5%	2.2%	-12%
CCn1c(Cc2cccs2)nnc1SCC(=O)NC(C)(C)C	2%	i	0.5	-23%	-0.4%	i	6	-0.4	44	6%	-5.4%	19%
CCOC(=O)N1CCC2(CC1)C(C#N)=C(N)Oc1n[nH]c(CSc3ccc(C)cc3)c12	-1%	u	x	-19%	0.0%	i	52	-1.1	74	4%	-3.2%	15%
COC(=O)c1sccc1NC(=O)c1ccncc1	7%	i	0.7	15%	-0.2%	i	14	-1.1	73	-16%	-0.5%	-14%
N#CC(Cc1ccccc1OC(F)F)c1nc2ccccc2[nH]1 (stereo unspecified)	15%	i	0.4	3%	-0.2%	i	35	1.0	66	6%	-0.7%	13%
Cc1cc(Nc2ccccc2)nn1C(=O)c1ccccc1	13%	i	6.6	2%	-0.2%	i	33	15	52	-9%	-4.9%	-6%
COc1cccc(N2CCN(C(=S)Nc3ccc(F)cc3)CC2)c1	11%	i	0.7	-27%	0.5%	i	56	2.4	41	8%	6.1%	-43%[20 µM]
CCOc1cc(NC(=O)c2ccco2)c(OCC)cc1NC(=O)Cc1cccc(OC)c1	16%	i	0.8	-18%	-0.1%	i	11	2.9	54	-2%	-1.0%	-6%
Cc1cc(NC(=O)C(=O)NCc2cccc(Cl)c2)no1	-8%	i	1.0	-8%	-0.1%	i	29	1.5	54	7%	-1.1%	-7%
CCOc1ccc(-n2c([S-])c(C(=O)Nc3ccc(S(=O)(=O)N4CCOCC4)cc3)[n+]3cc(C(N)=O)ccc23)cc1	26%	i	1.0	-4%	-0.6%	i	33	0.9	59	-3%	-0.2%	12%
C=CCn1c(COc2ccc(F)cc2)nnc1SCC(=O)NC(=O)NCc1ccco1	9%	i	1.3	1%	-0.2%	i	26	0.5	46	6%	x	-22%
COc1ccc(C2CC(c3ccccc3)=NN2C(=O)COC(=O)c2nc3nccc(C)n3n2)cc1 (stereo unspecified)	6%	i	0.8	-27%	0.1%	i	33	3.0	27	-3%	19%	0%
COC(=O)C1=C(C)N(CCc2cc(OC)c(OC)c(OC)c2)C(=O)N[C@H]1c1cccs1	-2%	x	x	-2%	-0.2%	i	13	-1.2	104	12%	-1.7%	2%
CCC1CN(C(=O)N2CCC(C(=O)NCc3ccccc3OC)CC2)c2cc(C)ccc2O1 (stereo unspecified)	17%	i	1.3	-1%	-0.2%	i	11	-0.1	65	9%	-0.9%	-34%
Cc1c(C(=O)OCc2ccccc2)nnn1-c1nonc1N	15%	i	0.9	-25%	-0.1%	i	56	2.5	38	18%	-0.6%	-1%
CCCN1C(=O)c2ccc(C(=O)Nc3ccccc3C(=O)O)cc2C1=O	-5%	i	0.6	0%	-0.1%	i	23	2.1	91	2%	2.1%	-51%
Cn1c(CSCC(=O)Nc2ccccc2)nnc1SCc1ccccc1	13%	i	0.4	4%	0.3%	i	25	-0.9	47	-7%	1.3%	-18%
COC(OC)c1ccc(C#N)c(=O)[nH]1	18%	i	0.2	-14%	0.3%	i	62	0.2	89	12%	-4.8%	-33%
CCCC(=O)c1ccc(N2CCOCC2)c(F)c1	-6%	i	0.7	-6%	0.0%	i	21	2.8	55	12%	-5.1%	9%
C=CCc1ccc(OCCn2cncn2)c(OC)c1	-2%	i	0.9	-17%	0.2%	i	55	-1.2	45	2%	2.1%	-16%[20 µM]
CCCCc1ccc(NC(=O)c2cnccn2)cc1	-124%	i	0.0	-33%	0.4%	i	47	-0.1	53	-12%	-4.4%	-7%
COc1ccc(NC(=O)CSc2nnc(Cn3cnc([N+](=O)[O-])n3)n2C)cc1	14%	i	0.7	-6%	0.6%	i	44	4.7	67	20%	-3.4%	8%
Cc1cc(C)nc(SCC(=O)N/N=C\c2sccc2C)n1	30%	i	5.9	27%	0.3%	i	10	0.0	66	-5%	-3.6%	-12%
CCC(C)CN1CCC(CO)(Cc2ccccc2Cl)CC1 (stereo unspecified)	-2%	i	0.4	-28%	0.2%	i	42	-1.1	29	-1%	0.3%	-20%[20 µM]
CCOC(=O)C1=NN(c2ccccc2C)C2=NC(C)=C(C(=O)OC)C(c3cccs3)N12 (stereo unspecified)	15%	i	0.6	-20%	0.0%	i	32	1.6	84	12%	3.3%	-17%
O=C(Nc1ccc(Cl)cc1)C1C2C=CC3(O2)C1C(=O)N(CCN1CCCCC1)C3C(=O)NC1CCCCC1 (stereo unspecified)	-2%	i	3.2	-16%	0.2%	i	47	-0.2	51	21%	3.3%	-38%
Cc1ccc(S(=O)(=O)N2CCN(C(=O)c3c(C)nn(-c4ccccc4)c3Cl)CC2)cc1	-8%	i	0.9	32%	-0.2%	i	16	3.6	54	8%	7.3%	0%
COc1ccc(/C=c2\s/c(=C\C(=O)C(C)(C)C)[nH]c2=O)cc1O	-30%	i	0.4	11%	-0.1%	i	46	3.8	58	-4%	1.1%	-29%
CCCCCCCCCCOC(=O)Cn1c(COc2ccccc2)[n+](C)c2ccccc21	23%	i	0.5	-6%	18%	i	51	31	29	22%	-4.0%	-2%
CNc1c([N+](=O)[O-])cnn1-c1ccccn1	-4%	i	0.4	-15%	0.2%	i	50	2.3	33	-3%	6.8%	-42%[20 µM]
O=C(NC1CCCCC1)c1cnn2c(C(F)(F)F)cc(-c3ccco3)nc12	-8%	i	6.2	-28%	-0.1%	i	20	18	80	4%	0.3%	-43%
CN(C)CCCOc1nc2c(c(=O)n(C)c(=O)n2C)n1C	5%	i	0.8	-18%	0.3%	i	18	-0.3	48	1%	-3.3%	-6%
CC(=O)N1CC(=O)N(CC(=O)Nc2ccc(Br)cc2)C1=S	-15%	i	1.9	-11%	-0.2%	i	17	2.3	37	-9%	3.6%	-22%
O=C(C[n+]1ccccc1)N/N=C/c1cccc(Cl)c1Cl	9%	i	1.0	2%	-0.1%	i	41	-0.9	81	7%	-4.2%	4%
O=C(Nc1ccc(Cl)cn1)c1ccccc1F	-92%	i	1.6	-11%	-0.4%	i	27	-2.1	86	-14%	-3.5%	22%
O=C(O)CSc1nnc(-c2cccs2)n1-c1ccc(Cl)cc1	6%	i	0.4	-12%	-0.1%	i	11	1.4	71	8%	3.2%	45%
CC[n+]1c(/C=C2\C=C(C)CC(C)C2)sc2ccccc21 (stereo unspecified)	30%	i	1.9	20%	0.3%	i	50	8.4	45	3%	-0.9%	0%

# Full records from above. Values in the order: HEK293 NOD2/NF-kB, Myeloid diff MLP, Myeloid diff MLP GFP+ MAC1+ %, NOD1 NF-kB reporter, GPR55 beta-arrestin, T cell HTS, T cell HTS vesicle-bound %, NTR1 agonist, NTR1 agonist cell count 20 µM, GPR55 antagonists, KOR beta-arrestin-1, KOR beta-arrestin-2
# `CC[n+]1c(/C=C2\C=C(C)CC(C)C2)sc2ccccc21` (stereo unspecified) in the list: 30%, i, 1.9, 20%, 0.3%, i, 50, 8.4, 45, 3%, -0.9%, 0%
# `O=C(Nc1ccc(Cl)cc1)C1C2C=CC3(O2)C1C(=O)N(CCN1CCCCC1)C3C(=O)NC1CCCCC1` (stereo unspecified) in the list: -2%, i, 3.2, -16%, 0.2%, i, 47, -0.2, 51, 21%, 3.3%, -38%
# `COC(OC)c1ccc(C#N)c(=O)[nH]1` in the list: 18%, i, 0.2, -14%, 0.3%, i, 62, 0.2, 89, 12%, -4.8%, -33%
# `CNc1c([N+](=O)[O-])cnn1-c1ccccn1` in the list: -4%, i, 0.4, -15%, 0.2%, i, 50, 2.3, 33, -3%, 6.8%, -42%[20 µM]

# Screening data (PubChem)

# The list is partial. The share of hits here may be higher or lower than overall.
